Screens (PubChem BioAssay)
SRC1 inh = SRC1 coactivator transcriptional activity inhibitors, primary screen, cell-based, luminescence; 360,000 tested, 0.12% active; AID 588354, 2011; Nuclear receptor coactivator 1 (Homo sapiens), Q15788; inhibition, % at 3.6 µM; HEK293 GAL4-SRC1 luciferase reporter;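 active = inhibition above the campaign mean plus 3 SD, with each screening campaign given its own cutoff, cut at about 60% in these data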;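 also: 0% = DMSO treated cells and 100% = gossypol at 36 µM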
Target sequence (Q15788 whole entry, looked up, the tested form may be a part): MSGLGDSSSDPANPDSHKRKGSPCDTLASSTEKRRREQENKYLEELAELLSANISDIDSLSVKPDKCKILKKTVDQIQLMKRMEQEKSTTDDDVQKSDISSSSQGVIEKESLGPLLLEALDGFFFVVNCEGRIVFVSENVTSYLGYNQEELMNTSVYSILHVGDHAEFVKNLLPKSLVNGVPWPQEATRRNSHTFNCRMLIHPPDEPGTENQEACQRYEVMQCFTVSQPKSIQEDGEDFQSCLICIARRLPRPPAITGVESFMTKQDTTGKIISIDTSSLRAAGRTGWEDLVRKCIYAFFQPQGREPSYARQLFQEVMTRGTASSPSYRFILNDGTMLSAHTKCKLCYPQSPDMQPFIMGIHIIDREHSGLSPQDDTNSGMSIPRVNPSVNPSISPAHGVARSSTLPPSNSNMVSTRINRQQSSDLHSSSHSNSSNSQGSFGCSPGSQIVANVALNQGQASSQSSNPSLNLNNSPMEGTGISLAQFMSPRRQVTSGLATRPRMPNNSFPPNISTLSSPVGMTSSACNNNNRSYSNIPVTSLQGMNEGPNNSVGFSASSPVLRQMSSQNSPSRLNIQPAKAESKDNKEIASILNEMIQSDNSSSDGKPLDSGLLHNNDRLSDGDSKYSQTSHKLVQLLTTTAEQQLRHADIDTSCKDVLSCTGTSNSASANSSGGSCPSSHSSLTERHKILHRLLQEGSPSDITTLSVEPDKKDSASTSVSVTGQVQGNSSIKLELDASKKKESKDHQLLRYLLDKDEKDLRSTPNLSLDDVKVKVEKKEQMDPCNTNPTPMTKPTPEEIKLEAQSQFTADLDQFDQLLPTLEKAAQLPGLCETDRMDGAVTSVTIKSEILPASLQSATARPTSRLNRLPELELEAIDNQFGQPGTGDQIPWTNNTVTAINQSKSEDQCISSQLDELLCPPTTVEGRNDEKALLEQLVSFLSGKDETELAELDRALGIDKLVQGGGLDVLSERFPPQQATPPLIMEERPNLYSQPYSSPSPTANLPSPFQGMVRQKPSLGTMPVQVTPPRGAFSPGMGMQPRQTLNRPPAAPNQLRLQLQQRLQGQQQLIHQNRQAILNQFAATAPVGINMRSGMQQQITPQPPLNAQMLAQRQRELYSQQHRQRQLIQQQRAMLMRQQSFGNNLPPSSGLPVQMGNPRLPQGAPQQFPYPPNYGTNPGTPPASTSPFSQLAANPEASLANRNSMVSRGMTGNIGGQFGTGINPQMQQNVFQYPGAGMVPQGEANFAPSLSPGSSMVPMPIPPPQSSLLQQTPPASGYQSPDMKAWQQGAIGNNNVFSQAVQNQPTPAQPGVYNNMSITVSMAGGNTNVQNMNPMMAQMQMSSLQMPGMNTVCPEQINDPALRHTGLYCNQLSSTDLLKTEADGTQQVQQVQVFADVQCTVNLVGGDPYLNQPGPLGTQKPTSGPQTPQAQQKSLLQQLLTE
TRAIL sens C8 = viability loss with TRAIL in NB7+C8 cells, primary screen, TRAIL sensitizer project, cell-based, ATPlite luminescence. inhibition (viability loss, TRAIL sensitization), % at 10 µM. 360,000 tested, 1% active;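 active = compounds causing at least 50% loss of cell viability in the single-dose screen, relative to plate controls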
TROY signal inh = inhibitors of TROY-driven NF-kB signaling, primary screen, Q293 LMP1-TROYcd cells, NF-kB luciferase, uHTS. AID 1347056, 2019. Q293 LMP1-TROYcd NF-kB luciferase reporter, 4 h. 360,000 tested, 0.98% active. inhibition, % at 10 µM;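 active = compounds whose plate-normalised and pattern-corrected inhibition of the luciferase reporter signal at the single screening dose is 50% or more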
NCOA3 inh = SRC3 coactivator transcriptional activity inhibitors, primary screen, cell-based, luminescence; Nuclear receptor coactivator 3 (Homo sapiens), Q9Y6Q9; HEK293 GAL4-SRC3 luciferase reporter; inhibition, % at 3.6 µM; 360,000 tested, 0.17% active;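 active = inhibition above a per-campaign cutoff, the mean of all compounds plus 3 SD, cut at about 60% in these data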;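 also: 0% = DMSO-treated cells and 100% = gossypol-treated cells at 36 µM; higher means less SRC3-driven luciferase light from the GAL4 reporter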
EBV LMP1 NFkB = EBV LMP1-driven NF-kappaB luciferase reporter inhibitors, primary screen, cell-based, luminescence, single point; LMP1-induced NF-kappaB luciferase reporter cells; inhibition, % at 12.5 µM; 350,000 tested, 0.69% active; in the data active = inhibition above about 41%;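 also: 0% = neutral control wells and 100% = reference inhibitor control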
NR2F2 inh = NR2F2 transcriptional activity inhibitors, primary screen, cell-based, luciferase reporter, HEK293T, luminescence. inhibition, % at 8.6 µM. HEK293T NGFI-A luciferase reporter. 370,000 tested, 0.7% active;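 active = inhibition above a per-plate cutoff, mean inhibition of test wells between control levels plus 3 SD, cut at about 38% in these data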;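 also: cells cotransfected with COUP-TFII expression vector driving the NGFI-A reporter; 0% = median of COUP-TF2 test wells and 100% = reporter-only cells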
TWEAK Fn14 block = inhibitors of TWEAK-Fn14 signaling, primary screen, luciferase reporter cells, uHTS; TWEAK-stimulated Fn14 reporter cells, luciferase luminescence, 8 h; inhibition, % at 10 µM; 360,000 tested, 2% active; AID 1159606, 2016; in the data active = inhibition above about 50%
Shn3 inh set2 = reduction of Shn3 3'UTR firefly luciferase signal, primary screen, Schnurri-3 inhibitor project, cell-based, Clone20 osteoblasts, set 2; 360,000 tested, 0.52% active; inhibition, % at 12.5 µM; Clone20 osteoblast Shn3 3'UTR firefly luciferase, 24 h;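 active = mean inhibition of at least 75% with every replicate also reaching 75%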;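 also: 0% = median of neutral control wells and 100% = pilot-screen positive control compound; some compounds past the cut are filed as inactive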
NR5A2 inv ag = LRH-1 (NR5A2) inverse agonists, primary screen, cell-based, luminescence, HEK293T, StAR-luciferase reporter; Nuclear receptor subfamily 5 group A member 2 (Homo sapiens), O00482; LRH-1 transfected, 24 h; inhibition, % at 3.6 µM; 360,000 tested, 0.13% active; AID 602396, 2012;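 active = inhibition above the mean inhibition of all tested compounds plus 3 SD, cut at about 73% in these data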;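 also: 0% = DMSO wells and 100% = reporter-only cells lacking LRH-1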
KKLEB cytotox = cytotoxicity in KKLEB CF airway cells, primary screen, cytotoxicity control for CF NF-kB inhibitor project, cell-based, uHTS, fluorescence assay plates; KKLEB CF airway cells viability, ATPlite luminescence, overnight; active compounds read low; cells stimulated with P. aeruginosa culture filtrate; activity change (cytotoxicity), % at 5 µM; 360,000 tested, 0.36% active; AID 602141, 2011;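 active = corrected activity change at or below -50% at 5 µM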
CF NFkB block = inhibitors of PAF-induced NF-kB signaling, primary screen, cell-based, GFP fluorescence, uHTS | KKLEB NF-kB-GFP reporter, GFP fluorescence overnight | inhibition, % at 5 µM | 360,000 tested, 0.86% active | AID 588850, 2011;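 active = at least 50% inhibition at 5 µM, scaled per plate between neutral and stimulator controls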;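 also: PAF is a Pseudomonas aeruginosa culture filtrate used as stimulus; plate controls were PAF-stimulated DMSO wells for no effect and unstimulated DMSO wells for full effect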
Starred values were filed as active, the others as inactive; x = not tested or not shown; & = joins results of further samples. These rows are one share of the data; rates above refer to the full screens.

No.	compound	SRC1 inh	TRAIL sens C8	TROY signal inh	NCOA3 inh	EBV LMP1 NFkB	NR2F2 inh	TWEAK Fn14 block	Shn3 inh set2	NR5A2 inv ag	KKLEB cytotox	CF NFkB block
1	C[C@@]12C(=O)N(c3ccc(F)cc3)C(=O)N1[C@@H]1c3ccccc3OC[C@@H]1[C@H]2c1ccccc1	8	7	0	4	0	-17	18	-11	-3	-1	4
2	CN(C(=O)CSc1nnc(-c2ccco2)n1C)C1CCCCC1	-27	-2	14	12	1	14	-9	-5	11	4	-11
3	Cc1ccc(NS(=O)(=O)c2ccc3c(c2)CC(=O)N3)c(C)c1	-13	-8	19	-21	-6	-10	-1	2	-16	12	14
4	CCOc1ccc(S(=O)(=O)N2CCN=C2c2ccccc2)c(C)c1C	-22	-7	19	18	-2	4	-1	9	-18	12	-14
5	O=C(Nc1nnc(CCN2CCCCC2)s1)C1CCCCC1	-4	-2	-32	5	0	2	6	5	-2	17	-12
6	COC(=O)C1=C(C)N(C(C)c2ccccc2)C(=O)C1 (stereo not drawn)	-26	9	12	-7	-10	14	19	20	-25	0	3
7	COc1cc(C(C)=NNC(=O)c2ccncc2)ccc1O	3	5	-23	-9	-9	-14	25	4	-9	-2	22
8	CCCCC(NC(=O)Cc1c(C)c2cc3c(-c4ccccc4)coc3c(C)c2oc1=O)C(=O)O (stereo not drawn)	-32	6	36	-40	-11	0	-3	15	-4	-6	17
9	Cc1cccc(C(=O)Nc2cc(S(=O)(=O)N3CCOCC3)ccc2N2CCCC2)c1	-11	-13	2	1	-7	6	14	5	27	-9	7
10	COc1ccc2cc1Oc1ccc(cc1)C[C@H]1c3cc(c(OC)cc3CCN1C)Oc1c(OC)c(OC)cc3c1[C@H](C2)N(C)CC3	5	3	-7	-9	-12	1	-29	38	7	-14	27
11	CCNC(=O)COC(=O)/C=C/c1c(C)nn(Cc2cccc(OC)c2)c1Cl	-15	-3	17	-9	-2	-7	21	8	-12	14	-9
12	COc1ccc(-c2cc(NC=O)c3ncc(-c4ccc(OC)c(OC)c4)n3c2)cc1OC	-15	14	-1	-26	x	-22	3	35	32	-31	36
13	CCCc1cc(=O)n2[nH]c(Cc3ccccc3)nc2n1	-17	-11	0	5	-3	20	-14	-12	6	7	6
14	CC12CCC(C(=O)Nc3cc(F)ccc3F)(CC1=O)C2(C)C (stereo not drawn)	-1	0	5	-14	-47	18	34	-67	10	9	-14
15	O=c1cc(Cl)[nH]c(=O)n1Cc1ccc(F)cc1	-29	-14	-6	-6	5	-7	-5	-29	-3	2	14
16	CCOc1ccc(CC2NCCc3cc(OCC)c(OCC)cc32)cc1OCC (stereo not drawn)	0	11	25	8	8	27	-8	50	-5	-12	16
17	CCn1c2ccccc2c2cc([N+](=O)[O-])ccc21	-21	2	-16	5	-3	-14	-2	11	17	11	2
18	Nc1nonc1C(=O)NC(c1ccccc1)c1ccccc1	11	-31	-5	22	-10	3	8	11	15	4	-3
19	O=C(C1=C[C@@H](C2CCCCC2)C[C@@H](OCCCCO)O1)N1CCN(Cc2ccc3c(c2)OCO3)CC1	-3	4	4	-6	-4	12	-8	20	-8	21	-21
20	O=C(NNC(=O)c1cccc2ccccc12)c1ccc(Br)cc1	-27	-11	-28	-30	-8	6	-16	8	-32	-5	-9
21	Cc1ccc(N(Cc2cc(=O)[nH]c3ccccc23)C(=O)C(C)C)cc1	-18	6	-10	-6	2	8	4	2	-4	-5	-1
22	c1ccc2cc(Cn3ccnc3)ccc2c1	-23	1	-10	-5	-4	11	-2	-5	4	1	22
23	CC(C)(C)n1nc2c(c1NC(=O)CCCc1ccccc1)CS(=O)C2 (stereo not drawn)	11	2	-14	11	5	-20	-14	-2	11	-3	-26
24	CCOCCOC(=O)C1=C(C)N(C)C(=O)NC1c1cc(Cl)c(O)c(OC)c1 (stereo not drawn)	0	-12	5	16	3	3	1	-12	5	11	-9
25	CCC(C(=O)Nc1nc(C)cs1)c1ccccc1 (stereo not drawn)	-11	-11	13	-6	-4	-2	-5	-5	-3	4	5
26	CN1CCN(S(=O)(=O)c2cccc(C(=O)N(C)Cc3cccs3)c2)CC1	4	-10	-6	18	-1	-23	-25	-4	26	-3	10
27	Cc1sc(NC(=O)c2cccc([N+](=O)[O-])c2)c(C(N)=O)c1-c1ccc(C(C)(C)C)cc1	8	15	69*	8	15	7	64*	5	-3	-8	23
28	CC(C)(CNC(=O)Cc1ccc(Cl)cc1Cl)N1CCCCC1	-10	-12	16	2	-7	-16	-11	15	-10	-3	2
29	Cc1nn(Cc2ccccc2)c(Cl)c1C(=O)NC(C)(C)C	-2	3	-2	12	-16	4	13	-19	-2	-4	19
30	CN(C)Cc1c(O)ccc2occ(C(O)c3ccccc3)c12 (stereo not drawn)	-10	-1	-17	-20	-2	-1	12	-9	-1	-8	-1
31	COc1ccc(S(=O)(=O)N(C)c2ccc(C(=O)NCc3ccccn3)cc2)cc1OC	7	-22	6	-12	-13	-5	0	10	-4	-13	10
32	C=CCn1c(Cc2csc(N)n2)nnc1SCC(=O)OCC	1	11	-3	-5	8	-6	-7	-13	6	4	-7
33	CCOC(=O)C1=CCN(S(=O)(=O)c2ccc(C)cc2)C1c1cccc(C)c1 (stereo not drawn)	0	7	-20	16	x	10	18	16	-5	-2	-3
34	COc1ccc(CN2CCn3ncc(C(=O)Nc4cc(C)cc(C)c4)c3C2=O)cc1	-2	-3	6	28	8	1	8	17	9	-3	16
35	O=c1c2cccnc2[nH]c(=S)n1CCC1=CCCCC1	6	-33	-11	-18	-2	-10	-2	0	18	3	-10
36	O=C(O)c1cccc(-c2nnn(Cc3ccccc3Cl)n2)c1	-82	4	-42	-60	36	-73	0	-9	-216	-5	-8
37	S=C(c1ccc(N2CCOCC2)cc1)N1CCOCC1	0	8	10	15	-2	9	-6	-5	8	-4	17
38	CC(C)NC(=O)C(=O)NC1CCCCCC1	-31	-12	-28	7	-2	2	-8	-14	5	-4	6
39	CCOC(=O)c1c(NC(=O)CCC(=O)NCc2ccco2)sc2c1CCCC2	10	-9	-15	11	6	-3	15	4	-16	0	-8
40	CCOc1ccc(NC(=O)CN2CCN(CC(=O)Nc3ccc(OC)cc3)CC2)cc1	-4	3	5	2	4	0	-2	9	50	4	-13
41	FC(F)(F)c1cnc(Oc2ccccc2-c2nnc(-c3ccc(Cl)cc3)o2)c(Cl)c1	-6	0	-46	-6	-9	3	9	-4	10	-4	2
42	O=S(=O)(c1ccc(F)cc1)N1CCN(Cc2ccccn2)CC1	3	3	8	16	7	-9	-6	4	4	0	-14
43	Cc1ccc(C(=O)O/N=C(/c2nonc2N)N(C)C)cc1	-27	-10	-2	3	-7	6	-2	-12	2	9	3
44	COc1cccc(NC(=O)C(Sc2nnc3ccccn23)c2ccccc2)c1 (stereo not drawn)	-6	-13	0	4	6	-17	8	-10	7	7	-16
45	CC(C)(C)c1nnc(NS(=O)(=O)c2ccc(F)cc2)s1	-36	1	-3	-14	3	11	-1	-10	1	5	-15
46	O=[N+]([O-])c1ccc(N=Nc2c(Cl)cc(O)cc2Cl)cc1	19	41	27	53	35	64*	87*	72	-34	-70*	56*
47	O=C1C=CC(=O)N1c1ccccc1N1C(=O)C=CC1=O	-4	-13	-5	-9	-26	-16	1	94*	12	-15	61*
48	Cn1cnnc1Sc1ccc(/C=C(\CCC(=O)O)c2nc3ccccc3s2)cc1[N+](=O)[O-]	0	-1	18	-9	4	2	3	5	-2	10	3
49	CCOC(=O)CCCCCC(=O)Nc1ccc2c(c1)C(=O)N([C@@H](C)CO)C[C@@H](C)[C@H](CN(C)C(=O)Nc1ccccc1)OCCCC[C@H](C)O2	4	-6	8	6	9	9	3	0	0	-8	-16
50	COC(=O)Cc1cc(=O)n(-c2nc3ccccc3s2)[nH]1	8	13	-13	13	-3	-1	8	-24	23	-1	24
51	COc1ccc(CNCCc2ccc(Cl)cc2)cc1OCc1ccccc1	-22	-4	4	5	-2	x	15	84	12	-5	6
52	NNC(=O)c1nc[nH]c1C(=O)Nc1ccccc1	-1	3	10	-5	4	9	-11	2	-13	3	-11
53	CCCN1CCN(C(=O)CCc2nnc3ccc(N4CCN(c5cccc(OC)c5)CC4)nn23)CC1	-1	-23	-7	10	-11	15	1	-13	-23	3	1
54	CC(=O)N1CCN(c2ccc(Oc3nc(-c4ccccc4)nc4ccccc34)cc2)CC1	-15	10	-27	9	1	-24	-1	-17	-17	-14	12
55	Cc1cccc(N2CCN(C(=O)c3cccn4c(=O)c5c(C)c(C)sc5nc34)CC2)c1C	4	15	3	0	5	11	-15	-8	25	4	7
56	COCCNC(=O)C(c1ccc(O)cc1)N(Cc1cccs1)C(=O)CCC(=O)Nc1ccccn1 (stereo not drawn)	0	-16	9	7	-2	1	35	0	-28	3	6
57	COc1ccc(NS(=O)(=O)c2cccc(C(=O)NNC(=O)CNC(=O)c3ccccc3F)c2)cc1	5	-35	-15	-15	1	1	5	-5	-5	25	13
58	CCN1CSC(=S)N(Cc2ccc(OC)cc2)C1	16	3	-20	14	-1	-4	5	-11	14	5	-8
59	CCOc1ccc(NS(=O)(=O)c2cc(NC(=O)c3cccc(C)c3)ccc2Cl)cc1	-9	-2	30	12	10	17	37	6	-11	-8	18
60	O=C(COc1ccc2ccc(=O)oc2c1)N1CCN(c2ccc(F)cc2)CC1	8	-19	-2	-3	-1	12	-6	-4	6	-5	-12

(cont.)
No.	compound	SRC1 inh	TRAIL sens C8	TROY signal inh	NCOA3 inh	EBV LMP1 NFkB	NR2F2 inh	TWEAK Fn14 block	Shn3 inh set2	NR5A2 inv ag	KKLEB cytotox	CF NFkB block
61	NS(=O)(=O)Cc1noc2ccccc12	1&9	-2&-22	8&5	-17&18	0&0	0&-5	-3&2	7&-9	-10&34	-4&23	0&-8
62	O=c1c2c3c(sc2nc2n1CCCC2)CCCC3	-40	23	-50	-29	-6	-16	-25	-22	-33	-5	-8
63	COc1ccccc1NC(=O)NC1CC(=O)N(c2ccc3c(c2)OCCO3)C1 (stereo not drawn)	-3	-10	-8	-8	-3	18	13	-11	5	1	12
64	Cc1ccc(C(=O)C2C(=O)C3CCC2C3)cc1 (stereo not drawn)	-78	0	-19	-106	x	-4	63*	-14	-124	13	-22
65	COC[C@H]1CCCN1[C@H]1CS(=O)(=O)N[C@@H]1COCc1ccccc1	9	12	-1	-9	x	-6	-3	-1	22	9	10
66	COc1ccc(N2C(=O)CSC2c2ccccc2)cc1 (stereo not drawn)	10	-37	6	5	5	1	23	-13	-1	2	-3
